CHT PAM = human CHT allosteric activation; CHT-expressing cells, membrane potential dye, choline EC20; hits give high values; LV-AA mutant CHT in HEK293 cells; B-score at 10 µM; actives 0.49% (n = 310,000);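 active means initial fluorescence not abnormally high and integrated response B-score, plate-corrected, over 3 SD above library mean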
Target sequence (Q9GZV3 whole entry, looked up): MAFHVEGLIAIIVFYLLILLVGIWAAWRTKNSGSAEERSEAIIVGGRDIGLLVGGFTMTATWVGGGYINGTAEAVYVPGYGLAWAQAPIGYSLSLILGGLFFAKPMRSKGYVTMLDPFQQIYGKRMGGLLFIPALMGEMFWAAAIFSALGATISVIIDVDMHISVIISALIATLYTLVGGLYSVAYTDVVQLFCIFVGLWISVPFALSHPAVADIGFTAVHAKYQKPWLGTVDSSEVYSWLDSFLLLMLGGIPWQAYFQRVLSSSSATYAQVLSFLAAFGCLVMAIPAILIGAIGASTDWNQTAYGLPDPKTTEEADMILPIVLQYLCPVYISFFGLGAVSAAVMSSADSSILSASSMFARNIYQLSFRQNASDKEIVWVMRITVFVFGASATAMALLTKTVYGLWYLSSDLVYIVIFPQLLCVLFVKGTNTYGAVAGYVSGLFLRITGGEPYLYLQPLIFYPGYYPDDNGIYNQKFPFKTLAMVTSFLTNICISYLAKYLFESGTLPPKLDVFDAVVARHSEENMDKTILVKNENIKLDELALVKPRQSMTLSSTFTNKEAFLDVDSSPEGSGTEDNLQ
OX1R antag-1 = human HCRTR1 antagonism; CHO/OX1R cells, Fluo-8 calcium fluorescence, orexin A; actives 0.43% (n = 330,000); O43613; AID 434989; inhibition, % at 5 µM;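 active means inhibition above its plate's threshold, mean inhibition of all tested compounds on the plate plus 3 SD, cut at about 37% in these data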;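 further: 0% = orexin A challenge wells and 100% = SB-334867-A antagonist wells; not every result past the cut was called active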
Target sequence (O43613 whole entry, looked up): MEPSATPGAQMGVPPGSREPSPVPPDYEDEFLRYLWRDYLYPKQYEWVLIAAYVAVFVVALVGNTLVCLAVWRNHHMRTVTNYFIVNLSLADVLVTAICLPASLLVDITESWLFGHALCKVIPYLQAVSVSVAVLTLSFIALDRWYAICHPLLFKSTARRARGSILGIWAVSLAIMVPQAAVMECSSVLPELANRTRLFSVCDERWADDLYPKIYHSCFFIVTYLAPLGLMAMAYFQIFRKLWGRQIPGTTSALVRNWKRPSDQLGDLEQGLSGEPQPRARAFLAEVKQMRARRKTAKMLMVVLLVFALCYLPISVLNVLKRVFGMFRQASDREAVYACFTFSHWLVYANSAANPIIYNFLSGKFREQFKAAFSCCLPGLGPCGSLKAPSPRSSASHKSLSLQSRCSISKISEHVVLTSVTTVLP
OX1R antag-2 = blocks the human orexin 1 receptor. O43613. OX1R-expressing cells, FRET antagonist read-out. inhibition, % at 6.6 µM. actives 1.8% (n = 330,000). AID 485270; in the data active means inhibition mostly above about 38%, no sharp cut-off; inactive means mostly below about 40%;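 further: 0% = agonist challenge alone and 100% = reference antagonist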
* marks the source's active call; other numbers are inactive results; i = inactive; . = no result given. A portion of the library; the hit share may differ from the screen's.

SMILES	CHT PAM	OX1R antag-1	OX1R antag-2
CCCN1CC[C@@H]2c3cc(O)ccc3CC[C@@H]21	i	-5	10
CCN(CC)CCC(=O)O[C@H]1CC[C@]2(C)C3CC[C@@]4(C)C(CC[C@]4(C)O)C3CC[C@H]2C1 (stereo partly specified)	.	19	5
COc1cccc(CCNCc2c(F)cccc2F)c1	i	-3	5
COc1cc(CN2C(=O)NC(=O)C3(Cc4cc(C)ccc4N(C)C3)C2=O)cc(OC)c1 (stereo unspecified)	i	-34	12
COc1ccc(-n2c(O)c(/C=C3\C=Nc4ccc(Br)cc43)c(=O)[nH]c2=O)cc1	i	-7	16
CCc1cc2c(N3CCN(C)CC3)ncnc2s1	i	-26	1
CCC1(C2=NCCN2)Cc2ccccc2O1 (stereo unspecified)	i	-7	8
CCc1ccccc1N1C(=O)CC(=O)NC1=O	i	-13	20
CC1(C)CC(N(CCc2ccccc2)Cc2ccccc2)CCO1 (stereo unspecified)	i	-26	29
COc1ccc2c(C)c(CC(=O)N3C[C@H]4C[C@@H](C3)c3cccc(=O)n3C4)c(=O)oc2c1C	i	-24	17
CC(=O)c1ccc2c(c1)OCO2	i	-1	15
O=C1NC(=S)NC(=O)C1C/C=C/c1ccccc1	i	-7	30
CN(C)P(=NC(=S)c1cccn1C)(N(C)C)N(C)C	i	4	17
OC(c1ccc(F)cc1)(c1ccc(F)cc1)[C@@H]1CCCN1	i	-17	14
CN1CCC2(CC1)CC(NC=O)c1ccccc1O2 (stereo unspecified)	i	-14	6
CCN(CC)C(=O)c1ccc(NC(=O)c2ccc3c(c2)NC(=O)CS3)cc1	.	-7	6
CC1CCC2[C@@H](C)C(=O)OC3O[C@]4(C)CCC1C32OO4 (stereo partly specified)	i	-12	3
COCCN1C(=O)NC(=O)/C(=C\c2ccc(Br)cc2)C1=O	i	-8	11
Cc1ccsc1C(=O)C1CCCN(Cc2cn(C)nc2C)C1 (stereo unspecified)	i	-32	13
COc1ccc(-c2nn(Cc3ccccc3)cc2C(=O)NC2CC2)cc1OC	.	3	2
Cc1nn(Cc2ccccc2Cl)c(C)c1C(=O)OCC(=O)NC1CCCC(C)C1C (stereo unspecified)	i	-22	-3
COc1ccc(C(=O)CC2C(=O)N(C)C(=O)N(C)C2=O)cc1	i	-20	8
CCN1CCc2ccccc2C1	i	-12	0
CN1C(=O)CN=C(c2ccc(Cl)cc2)c2cc(Cl)ccc21	i	-10	20
O=C(Cn1c(=O)n(CC2CS2)c2ccccc21)N1CCCCCC1 (stereo unspecified)	i	-24	22
C=CCN1C(=O)NC(=O)/C(=C\c2ccc(-c3ccccc3[N+](=O)[O-])o2)C1=O	i	-15	17
COC(=O)C1=C(c2cccc(OC)c2OC)C[C@@H]2CC[C@H]1N2C(=O)NCCO	i	-9	16
Cc1nc2ccccc2c(=O)n1-c1cc(F)ccc1F	i	-7	5
CCOP(=O)(OCC)c1ccc(OP(=O)(c2cccc([N+](=O)[O-])c2)c2cccc([N+](=O)[O-])c2)cc1	i	-4	24
Cc1ccc(CC2C(=O)N(C)C(=O)N(C)C2=O)s1	i	-12	13
CCC1(c2ccc(N)cc2)CCC(=O)NC1=O (stereo unspecified)	i	-12	7
COC(=O)C1=C(c2cc3ccccc3o2)C[C@@H]2CC[C@H]1N2C(=O)NC1CCCCC1	i	-34	24
CC[C@H](C)[C@@H](C(=O)N1CCCC1c1nccs1)N(C)C(=O)[C@H](CC(C)C)N(C)C(=O)[C@H](Cc1ccc(OC)cc1)N(C)C(=O)/C=C(\C)OC (stereo partly specified)	.	-34	7
COC(=O)C1=C(c2cccc(C#N)c2)C[C@@H]2CC[C@H]1N2C(=O)N1CCCCC1	.	-6	7
O=C(O)Cn1cc(/C=C2\C(=O)NC(=O)N(c3ccc(Br)cc3)C2=O)c2ccccc21	i	-9	7
Cc1ccc(C)c(NP(=O)(Oc2ccccc2)Oc2ccccc2)c1	i	81*	42*
CC(C)c1ccc(-n2c(O)c(/C=N/NC(=O)c3ccncc3)c(=O)[nH]c2=O)cc1	i	-14	30
COc1ccc(N2CCN(CCCN)CC2)cc1	i	-17	11
CC(=O)O[C@@]12CO[C@@H]1C[C@@H](O)[C@@]1(C)C(=O)[C@H](O)C3=C(C)[C@@H](OC(=O)[C@H](O)[C@@H](NC(=O)c4ccccc4)c4ccccc4)C[C@@](O)([C@@H](OC(=O)c4ccccc4)C12)C3(C)C (stereo partly specified)	i	-19	11
C1CC2OC2CC1C1CO1 (stereo unspecified)	.	3	5
COC(=O)C1=C(c2ccc(Cl)c(C(F)(F)F)c2)C[C@@H]2CC[C@H]1N2C(=O)NCCOc1ccccc1	.	-25	-3
O=C1C(=O)c2ccccc2-c2ccccc21	i	4	106*
C=CCn1c(O)c(C(=O)CCCCCC)c(=O)[nH]c1=O	i	-15	15
Cc1cc(OCc2cc(C(=O)O)oc2C)c2c3c(c(=O)oc2c1)CCCC3	i	9	7
O=c1c2ccc(Cl)cc2[nH]c(=S)n1-c1cccnc1	i	-10	13
CN1/C(=C\C=C\C2=[N+](C)c3ccc4ccccc4c3C2(C)C)C(C)(C)c2ccccc21	i	103*	-4
Cc1ccc(C2=NCC(=O)N(CC(=O)N3CCCCC3)c3sc(C)c(C)c32)cc1	i	-10	9
Cc1c(C)c2ccc(OCC(=O)N3C[C@H]4C[C@@H](C3)c3cccc(=O)n3C4)cc2oc1=O	i	-5	16
Cc1ccc(C2=CCNCC2)cc1	i	-10	24
C[C@]12CCC3C(CC[C@H]4C[C@H](O)CC[C@]34C)C1C[C@@H](O)[C@@H]2O (stereo partly specified)	.	7	15
COc1cc2c3c(c1OC)Oc1ccc(cc1)C[C@H]1c4c(cc(OC)c(OC)c4Oc4ccc(cc4)C[C@@H]3N(C)CC2)CCN1C	.	-2	15
CN1C(=O)C(=Cc2ccccc2OS(=O)(=O)c2ccccc2)C(=O)N(C)C1=O	i	1	8
O=C(Cc1ccccc1)N1CCN(CC2CC3C=CC2C3)CC1 (stereo unspecified)	i	-13	9
Clc1ccccc1C1NCc2ccccc2-n2cccc21 (stereo unspecified)	i	-24	-1
Cc1ccc(NC2=NCCCS2)c(C)c1C	i	-12	17
Nc1ccccc1-[n+]1c(-c2ccccc2)cc(-c2ccccc2)cc1-c1ccccc1	i	-4	14
C=C(C)CSc1nnc([C@@H](N)Cc2c[nH]c3ccccc23)o1	i	-5	37
CCC12CN3CC(CC)(CN(C1)C3c1cccnc1)C2=O (stereo unspecified)	i	-17	11
COC(=O)C1=C(c2ccc(OCc3ccccc3)cc2)C[C@@H]2CC[C@H]1N2C(=O)NCc1ccc(OC)c(OC)c1	.	6	23
O=C(N/N=C/c1c(O)n(C2CC2)c(=S)[nH]c1=O)c1ccccc1O	i	-5	24

Some of these compounds in order of length of the SMILES, low to high:
SMILES	CHT PAM	OX1R antag-1	OX1R antag-2
O=C1C(=O)c2ccccc2-c2ccccc21	i	4	106*
CCC12CN3CC(CC)(CN(C1)C3c1cccnc1)C2=O (stereo unspecified)	i	-17	11
CN1C(=O)C(=Cc2ccccc2OS(=O)(=O)c2ccccc2)C(=O)N(C)C1=O	i	1	8
COC(=O)C1=C(c2ccc(Cl)c(C(F)(F)F)c2)C[C@@H]2CC[C@H]1N2C(=O)NCCOc1ccccc1	.	-25	-3
COc1cc2c3c(c1OC)Oc1ccc(cc1)C[C@H]1c4c(cc(OC)c(OC)c4Oc4ccc(cc4)C[C@@H]3N(C)CC2)CCN1C	.	-2	15

(listing goes on)
SMILES	CHT PAM	OX1R antag-1	OX1R antag-2
O=C(C(=O)N1CCC2(CC1)OCCO2)c1c[nH]c2ccccc12	i	-2	1
C[C@]12CCC(=O)C=C1CC[C@@H]1C2[C@H](O)C[C@]2(C)C(=O)CCC12 (stereo partly specified)	i	-8	-7
c1ccc2c(c1)CNc1ccccc1O2	i	-14	-7
CCOP(=O)(OCC)C(NC(=O)NC)C(N)=O (stereo unspecified)	i	4	-1
CSc1ncc(Cl)c(C(=O)O)n1	i	3	13
Cc1nn(Cc2ccccc2)c(C)c1C(=O)NCc1ccccc1F	i	-20	4
Cc1cc(C(=O)OCC(=O)Nc2ccc(F)cc2F)c(C)n1C1CC1	.	-19	0
COc1cccc(CC(=O)N(C)C2CCCN(Cc3ccccc3F)C2)c1 (stereo unspecified)	i	-21	34
COc1ccc(NC(=O)C2C3CCC(O3)C2C(=O)O)c(OC)c1 (stereo unspecified)	i	5	15
CNCCc1ccccc1	i	1	15
CCOC(=O)c1ccc(N2C(=O)CC(N3CCC(C#N)(c4ccccc4)CC3)C2=O)cc1 (stereo unspecified)	i	-34	16
CCCCNC(=O)c1c(N)n(CCCOC)c2nc3ccccc3nc12	i	-19	9
CCN(CC)CCOC(=O)c1cc2cc(COC)ccc2o1	i	1	20
CCCCCn1c(=O)c(C(=O)NCc2ccccn2)c(O)c2ccccc21	i	-37	14
CCOc1ccc(N=Cc2c(O)n(-c3ccc(C)c(C)c3)c(=O)[nH]c2=O)cc1	i	-23	11
O=c1[nH]c(=O)n(Cc2ccc(F)cc2)c(O)c1C=NCC1CCCO1 (stereo unspecified)	i	-13	-8
C[C@]12N[C@H](Cc3ccccc31)c1ccccc12	i	-2	8
Nc1ccc2c(c1)Cc1ccccc1-2	i	2	15
Cc1c(CCN)ccc2c1[nH]c1ccccc12	i	1	-5
Cc1ccc(N2C(=O)NC(=O)/C(=C\c3ccsc3)C2=O)cc1C	i	-19	10
Cc1ccccc1-n1c(O)c(/C=N/N2CCOCC2)c(=O)[nH]c1=S	i	-20	9
Cc1ccc(-c2nc(CS(=O)CC(=O)N3CCC4(CC3)OCCO4)c(C)o2)cc1 (stereo unspecified)	i	-36	12
Cc1nn(Cc2ccccc2)c(C)c1C=C1C(=O)NC(=O)NC1=O	i	0	8
Nc1ccc(S(=O)(=O)N2CC3CC(C2)c2cccc(=O)n2C3)cc1 (stereo unspecified)	i	-7	9
O=C1CN=C(c2cc([N+](=O)[O-])ccc2Cl)c2cc([N+](=O)[O-])ccc2N1	i	-7	12
CNC(=O)Oc1ccc(-c2cn3cc(Cl)ccc3n2)cc1	i	6	14
Cc1ccc(Cl)cc1-n1c(O)c(C=NCCCN2CCOCC2)c(=O)[nH]c1=O	i	-5	22
O=C(CCNC(=O)N1C[C@H]2C[C@@H](C1)c1cccc(=O)n1C2)Nc1ccc(F)cc1	i	-6	4
COc1cc(/C=N/n2cnnc2)ccc1OC(=O)N(C)C	i	-25	12
C=CCN=C(SCC(=O)c1ccc(Cl)cc1)c1c(O)n(C)c(=O)n(C)c1=O	i	-27	2
COC(=O)C1=C(c2ccc(-c3ccccc3)c(F)c2)C[C@@H]2CC[C@H]1N2C(=O)NCCOc1ccc(OC)cc1	.	-5	-2
O=C1CCCN1CC#CCN1CCCC1	i	-14	17
NS(=O)(=O)c1ccc(N=Nc2c(O)[nH]c(=S)[nH]c2=O)cc1	i	1	77*
COc1ccc(N2C(=O)NC(=O)/C(=C/c3ccc([N+](=O)[O-])s3)C2=O)cc1	i	10	12
O=C(COC(=O)Cc1ccccc1)Nc1ccc(F)cc1	i	-2	8
C=CCN(CC=C)C(=O)Nc1ccc(OCC)cc1	i	5	5
C[C@]12CC[C@@H](O)CC1=CC(=O)C1C2CC[C@]2(C)C(=O)CCC12 (stereo partly specified)	.	-27	10
O=C(c1cc(S(=O)(=O)N2CCOCC2)ccc1F)N1CCC2(CC1)OCCO2	i	-13	12
O=C(Nc1nc(-c2ccccc2)c(-c2ccccc2)s1)c1ccc(S(=O)(=O)N(CCCl)CCCl)cc1	i	13	13
O=S(=O)(c1ccc(Cl)cc1)N1CC1c1ccccc1 (stereo unspecified)	i	-36	5

Complete entries from above. Values in the order: CHT PAM | OX1R antag-1 | OX1R antag-2
O=C1CN=C(c2cc([N+](=O)[O-])ccc2Cl)c2cc([N+](=O)[O-])ccc2N1 across the screens: i | -7 | 12
O=C(c1cc(S(=O)(=O)N2CCOCC2)ccc1F)N1CCC2(CC1)OCCO2 across the screens: i | -13 | 12
COc1cc(/C=N/n2cnnc2)ccc1OC(=O)N(C)C across the screens: i | -25 | 12
C[C@]12CC[C@@H](O)CC1=CC(=O)C1C2CC[C@]2(C)C(=O)CCC12 (stereo partly specified) across the screens: . | -27 | 10
COC(=O)C1=C(c2ccc(-c3ccccc3)c(F)c2)C[C@@H]2CC[C@H]1N2C(=O)NCCOc1ccc(OC)cc1 across the screens: . | -5 | -2

(list continues)
SMILES	CHT PAM	OX1R antag-1	OX1R antag-2
CCC(=O)c1cn(Cc2ccccc2C#N)c2ccccc12	i	-30	16
COC(=O)C1=C(c2cccc(OC)c2OC)C[C@@H]2CC[C@H]1N2C(=O)NCCS(C)=O (stereo partly specified)	i	-1	14
CC(/C=C(\C)Nc1ccccc1)=Nc1ccccc1	i	-12	11
CC(C)(C)NC(=S)N1CCn2cccc2C1c1cccnc1 (stereo unspecified)	i	0	17
Cc1cc(NC(=O)COC(=O)c2c(C)nn(Cc3ccccc3)c2C)no1	i	-18	18
C#CCOc1ccc2c(c1)c(C(C)=O)c(C)n2Cc1ccccc1	i	-15	10
COc1ccc2c(c1)c(C(=O)C(C)N1CCCCC1)c(C)n2C (stereo unspecified)	i	-4	12
CN(Cc1c[nH]c2ccccc12)C1CCCCC1	i	3	6
CN1CCC(=O)N(CCN=[N+]=[N-])CC1	i	-10	19
O=[N+]([O-])c1cc(Cl)c(O)c(-[n+]2c(-c3ccccc3)cc(-c3ccccc3)cc2-c2ccccc2)c1	i	-24	12
CC(=O)c1cccc(NC(=O)N2C[C@H]3C[C@@H](C2)c2cccc(=O)n2C3)c1	i	-26	13
COc1ccc(C2NCCc3[nH]cnc32)cc1 (stereo unspecified)	i	-12	5
CC12CCC3C(CCC4C/C(=N/O)CCC43C)C1CCC2O (stereo unspecified)	i	6	30
